SUMO HTRF inh – inhibitors of in vitro SUMOylation cascade, primary screen, biochemical, HTRF, uHTS | actives 0.36% (n = 290,000) | AID 2006, 2009 | HTRF SUMOylation assay, SAE1/SAE2 + UBC9 | inhibition, % at 35 µM | SUMO-conjugating enzyme UBC9 (Homo sapiens), P63279; in the data active = inhibition above about 50%, passing the limit was not always enough; also: strong numbers were not always called active
Target sequence (P63279 whole entry, looked up): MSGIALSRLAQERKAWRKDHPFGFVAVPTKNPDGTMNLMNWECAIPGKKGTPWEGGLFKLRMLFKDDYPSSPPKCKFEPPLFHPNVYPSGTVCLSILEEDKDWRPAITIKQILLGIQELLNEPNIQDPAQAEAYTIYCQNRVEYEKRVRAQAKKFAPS
NALP1 inh – NALP1 inflammasome inhibitors in reconstituted yeast, colorimetric, S. cerevisiae, triplicate retest; S. cerevisiae NALP1/ASC/caspase-1 growth, X-gal OD620, 72 h; inhibition, % at 10 µM; actives 0.61% (n = 280,000); AID 2071, 2009; in the data active = inhibition mostly above about 24%, no sharp cut-off; inactive = mostly below about 32%; also: some compounds called inactive have numbers as strong as hits
MEKK2 mut-MEK5 – MEK5 binding signal on mutant MEKK2 PB1, primary screen, biochemical, multiplex bead flow cytometry, Alexa488-MEK5 | Alexa488-MEK5 binding to MEKK2 mutant | percent response, % at 10 µM | actives 0.35% (n = 290,000) | AID 1530, 2009; in the data active = percent response above about 24%, passing the limit was not always enough; also: inactives centre near 1; some results filed as inactive read as strong as hits
MEKK2 WT-MEK5 – modulators of MEK5 binding to wildtype MEKK2, primary screen, biochemical, multiplex bead flow cytometry, Alexa488-MEK5; AID 1531, 2009; Mitogen-activated protein kinase kinase kinase 2 (Homo sapiens), Q9Y2U5; actives 1.1% (n = 290,000); binding response (% of control), % at 10 µM; Alexa488-MEK5 binding to MEKK2 WT; actives lie on both sides; in the data active = binding response below about 67% or above about 130%
M18AAP inhibitor – PfM18AAP inhibitors, malaria aminopeptidase, primary screen, biochemical, QFRET, recombinant enzyme; M18 aspartyl aminopeptidase (Plasmodium falciparum 3D7); H-Glu-NHMec fluorogenic cleavage; inhibition, % at 7.35 µM; actives 1.2% (n = 290,000); AID 1822, 2009;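 active = inhibition above the campaign mean inhibition over all tested compounds plus 3 SD, cut at about 28% in these data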;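 also: 0% = plate median of test compound wells and 100% = 2 mM ZnCl2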
IMP-1 inh – IMP-1 metallo-beta-lactamase inhibitors, primary screen, biochemical, epi-absorbance readout, Pseudomonas aeruginosa enzyme | AID 1556, 2009 | actives 0.45% (n = 290,000) | purified IMP-1, nitrocefin hydrolysis, epi-absorbance fluorescence | inhibition, % at 5.6 µM;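 active = inhibition above the mean plus 3 SD of all compounds in the same screening run, cut at about 4.5% in these data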;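 also: 0% = IMP-1 with DMSO and 100% = DMSO wells lacking enzyme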
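System: Purified recombinant IMP-1 metallo-beta-lactamase enzyme | Measured by: Fluorescence quenching readout, ex 480/em 530 nm | Replication: Singlicate | Incubation: 15 min preincubation plus 25 min reaction at 25 °C | Evaluation: Percent inhibition from optical density relative to buffer-blank wells | Benchmarks: DMSO with and without IMP-1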
HCV NS3 hel inh – inhibitors of HCV NS3 helicase, primary screen, biochemical, Cy5 molecular beacon fluorescence; NS3 helicase DNA unwinding; inhibition, % at 10.9 µM; actives 0.56% (n = 290,000); AID 1800, 2009;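 active = inhibition above the mean of all tested compounds plus 3 SD, set per campaign, cut at about 35% in these data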;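 also: 0% = DMSO wells and 100% = thioflavine S control wells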
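Compound dosing – single dose, 10.9 µM nominal final, DMSO 0.8% final · System – NS3 helicase fragment of HCV · Buffer or medium – MOPS pH 6.5, MgCl2, DTT, Tween20, BSA · Signal – Cy5 beacon fluorescence read at start and 1 h · Also added – annealed dual-labelled DNA beacon duplex, ATP-started · Schedule – 1 h at 25 °C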
DNA FID counter – compounds displacing fluorescent DNA intercalator, primary screen, artefact control for HCV NS3 helicase inhibitor project, biochemical, FID fluorescence; DNA fluorescent intercalator displacement; AID 1845, 2009; actives 0.17% (n = 290,000); inhibition, % at 7.9 µM; in the data active = inhibition above about 37%;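 also: 0% = vehicle and 100% = reference compound; higher means more ethidium bromide displaced from hairpin DNA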
VIM-2 inh – VIM-2 metallo-beta-lactamase inhibitors, primary screen, biochemical, epi-absorbance readout, Pseudomonas aeruginosa enzyme; purified VIM-2, nitrocefin hydrolysis, epi-absorbance fluorescence; inhibition, % at 5.6 µM; actives 0.89% (n = 290,000); AID 1527, 2009;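 active = inhibition above the mean of all tested compounds plus 3 SD, cutoff set per screening run, cut at about 7.5% in these data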;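 also: red hydrolysis product quenches plate fluorescence so inhibitors raise well fluorescence; 0% = enzyme with DMSO and 100% = DMSO without enzyme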
Starred values were filed as active, the others as inactive; nt = no result given; & = joins results of further samples. Not a hit list; overall some 4.7% were active at least once.

SMILES	SUMO HTRF inh	NALP1 inh	MEKK2 mut-MEK5	MEKK2 WT-MEK5	M18AAP inhibitor	IMP-1 inh	HCV NS3 hel inh	DNA FID counter	VIM-2 inh
CCCn1c(SCC(=O)Nc2nnc(C)s2)nnc1C1CC1	9	7	10	95	8	-2.2	13	-23	7.8*
COc1cccc(C(C)N(C)Cc2nc(COc3ccccc3)no2)c1 (stereo not drawn)	17	9	1	108	-3	-2.2	-6	-31	0.3
C[C@H](C(=O)O)c1n[nH]c(=O)c2ccccc12	15	2	4	117	-7	-1.3	1	2	-2.4
O=C(c1cc2ccccc2o1)N1CCN(C/C=C/c2ccccc2)CC1	-7	44*	-2	102	2	-0.5	-22	-8	1.6
C=CCn1c(SCC(C)=O)nc2sc3c(c2c1=O)CCC3	10	10	8	108	-12	-1.2	-5	-14	6.2
OC(CSc1c(Cl)cccc1Cl)CN1CCN(c2ccccc2F)CC1 (stereo not drawn)	-7	60*	1	111	9	-1.9	-55	8	1.7
O=C(OCn1ncc(Cl)c(Cl)c1=O)c1cccc(C(F)(F)F)c1	1	-6	-1	96	-20	-2.9	1	-6	-6.5
O=C(COc1ccccc1)N1CCN(c2ncnc3c2cnn3-c2ccccc2)CC1	12	14	6	104	-13	-1.8	-4	-12	-2.0
COCCn1c(SCCN2CCOCC2)nc2c1c(=O)[nH]c(=O)n2C	11	-8	0	108	30*	-2.6	-6	1	-0.4
CC(C)CNC(=O)c1ccccc1NC(=O)CCSc1ccccc1	-43	26	-3	95	-1	-1.8	-10	-9	-2.9
COC(=O)C1=C(N)Oc2cc(C)[nH]c(=O)c2C1c1ccccc1OC (stereo not drawn)	24	11	-19	83	-4	-1.2	-1	-2	-0.6
CCCNCCC(c1ccco1)c1ccccc1OC (stereo not drawn)	-8	-2	2	105	-7	0.7	-4	7	-1.4
Cc1cccc(OCCSc2ncnc3nc[nH]c23)c1	-11	-7	-5	94	-1	-2.5	7	-6	-1.7
Cc1cc(C(F)(F)F)nc(SCCN2CCOCC2)c1C#N	7	5	-7	92	-8	-4.6	2	12	-2.8
CCN1CCN(CCOc2ccccc2-c2ccccc2)CC1	16	18	-5	98	-2	-2.6	-5	11	-2.5
CN1CCCC(OC(=O)c2ccccc2Br)C1 (stereo not drawn)	-7	1	4	101	-1	-7.7	-2	1	-1.9
CC1CC(C)CN(c2ncc3c(n2)CC(c2ccc(Cl)cc2)CC3=O)C1 (stereo not drawn)	-4	3	-1	101	-9	-3.0	-6	0	0.1
CC1CC(C)CN(CCCNC(=O)Cn2ncn3cccc3c2=O)C1 (stereo not drawn)	5	1	-1	97	13	-1.5	-7	0	-3.7
CCNC(=S)NNC(=O)c1cc(C)nc2ccccc12	-18	6	2	109	6	-4.2	1	-5	-1.3
CCn1c(=O)c([N+](=O)[O-])c(NCCc2ccc(OC)c(OC)c2)c2ccccc21	24	17	-4	94	5	-2.4	5	-8	0.2
CC(=O)N(C)c1ccc(NC(=O)c2ccccc2C(=O)O)cc1	2	19	2	101	-5	-4.0	-5	0	0.4
COc1ccc(CN2CCNC(=O)C2CC(=O)NCCCC2CCCC2)c(C)c1C (stereo not drawn)	9	6	10	117	-1	-0.7	-7	-30	-1.1
CS(=O)(=O)N(CC(=O)Nc1ccccc1F)C1CCCCC1	-5	18	0	98	-3	-2.7	8	-5	0.5
Cc1cc(C)cc(NC(=O)C2CCN(c3cnccn3)CC2)c1	6	2	-6	96	-4	-2.6	2	-10	-0.7
C=CCNC(=O)CN1CCN(C(c2ccccc2)c2ccccc2)CC1	11	16	13	104	1	-1.3	-4	-15	-3.1

Sorted by count of non-hydrogen atoms (ascending): some entries from above.
SMILES	SUMO HTRF inh	NALP1 inh	MEKK2 mut-MEK5	MEKK2 WT-MEK5	M18AAP inhibitor	IMP-1 inh	HCV NS3 hel inh	DNA FID counter	VIM-2 inh
C[C@H](C(=O)O)c1n[nH]c(=O)c2ccccc12	15	2	4	117	-7	-1.3	1	2	-2.4
CN1CCCC(OC(=O)c2ccccc2Br)C1 (stereo not drawn)	-7	1	4	101	-1	-7.7	-2	1	-1.9
CCCNCCC(c1ccco1)c1ccccc1OC (stereo not drawn)	-8	-2	2	105	-7	0.7	-4	7	-1.4
C=CCn1c(SCC(C)=O)nc2sc3c(c2c1=O)CCC3	10	10	8	108	-12	-1.2	-5	-14	6.2
CS(=O)(=O)N(CC(=O)Nc1ccccc1F)C1CCCCC1	-5	18	0	98	-3	-2.7	8	-5	0.5
Cc1cc(C)cc(NC(=O)C2CCN(c3cnccn3)CC2)c1	6	2	-6	96	-4	-2.6	2	-10	-0.7
COC(=O)C1=C(N)Oc2cc(C)[nH]c(=O)c2C1c1ccccc1OC (stereo not drawn)	24	11	-19	83	-4	-1.2	-1	-2	-0.6
C=CCNC(=O)CN1CCN(C(c2ccccc2)c2ccccc2)CC1	11	16	13	104	1	-1.3	-4	-15	-3.1
CCn1c(=O)c([N+](=O)[O-])c(NCCc2ccc(OC)c(OC)c2)c2ccccc21	24	17	-4	94	5	-2.4	5	-8	0.2
COc1ccc(CN2CCNC(=O)C2CC(=O)NCCCC2CCCC2)c(C)c1C (stereo not drawn)	9	6	10	117	-1	-0.7	-7	-30	-1.1
O=C(COc1ccccc1)N1CCN(c2ncnc3c2cnn3-c2ccccc2)CC1	12	14	6	104	-13	-1.8	-4	-12	-2.0

More entries follow.
SMILES	SUMO HTRF inh	NALP1 inh	MEKK2 mut-MEK5	MEKK2 WT-MEK5	M18AAP inhibitor	IMP-1 inh	HCV NS3 hel inh	DNA FID counter	VIM-2 inh
CCOC(=O)N1CCN(c2c(Nc3cc(C)[nH]n3)c(=O)c2=O)CC1	16	-22	10	103	7	-4.1	5	-8	-4.7
c1ccc(-n2cc(CN3CCC(N4CCOCC4)CC3)c(-c3ccc4c(c3)OCO4)n2)cc1	-4	4	11	118	-6	-1.4	-10	19	-0.9
O=C(Nc1ccc(F)cc1F)c1ccc(S(=O)(=O)N2CCCCC2)cc1	20	20	1	102	-2	-1.0	-6	-20	0.0
Cc1cc(NC(=O)CSc2nnc(C)o2)no1	8	4	2	104	24	-1.6	4	-8	-4.1
COc1ccc(Cl)cc1C(=O)NC(C)C	9	-8	-4	99	0	-0.8	0	5	-0.2
Cc1ccc(C(=O)Nc2nnc(-c3ccc(C(C)(C)C)cc3)s2)cc1	17	21	-2	94	-10	-4.1	-4	8	-0.7
Clc1cccc(Cl)c1NC1=NCCN1	4	7	3&-9	98&88	-4	0.1	-12	0	0.0
CCOC(=O)c1cccc(NC(=O)Cn2cnc3c2c(=O)n(C)c(=O)n3C)c1	4	8	-3	96	-5	0.5	-2	-3	-1.8
COc1ccc(/C=N/NC(=O)c2ccc(N(C)S(=O)(=O)c3ccccc3)cc2)cc1OC	14	14	0	99	2	-0.9	-18	-24	-1.4
Cc1cc(C)n(-c2ccc(C(=O)OCC(=O)NCc3ccco3)cc2)n1	-15	-16	-2	96	-5	-3.2	-8	-23	-2.3
Cc1ccc(OCC(=O)Nc2ccc(S(=O)(=O)N3CCCCC3)cc2)c([N+](=O)[O-])n1	-6	16	-3	98	2	-1.8	0	0	-1.7
c1cncc(-c2nnc(-c3ccco3)o2)c1	-1	38	nt	nt	3	-2.1	0	1	-0.8
COc1ccc(/C(N)=N/OC(=O)c2cc(-c3ccccc3)nc3ccccc23)cc1	21	12	-1	95	2	-1.9	0	1	-2.2
CCCN(CC1CCCO1)C(=O)c1cc(COc2ccc(F)cc2F)on1 (stereo not drawn)	-11	-7	5	98	-5	-3.0	3	-22	-3.4
O=C(CSc1nnc(COc2ccccc2)n1Cc1ccco1)NCc1ccco1	17	-4	-6	81	-22	-2.6	20	-25	-3.1
Cc1ccc(NC2=C(C(=O)c3ccccc3)N(C)S(=O)(=O)c3ccccc32)cc1	-26	10	1	97	0	-3.3	6	0	-3.1
O=C(N/N=C/c1ccc(F)c(F)c1)c1cc2c(s1)-c1ccccc1CC2	12	36	8	100	6	-1.8	-7	0	-2.6
COc1ccc(-c2nnc(SC(C(=O)c3c[nH]c4ccccc34)c3ccccc3)n2N)cc1OC (stereo not drawn)	-21	14	-1	101	11	-3.1	-38	-8	-4.3
Cc1cc(N)n(-c2ccc([N+](=O)[O-])cc2)n1	-16	-6	-1	103	2	-2.1	-6	3	-3.5
CCn1nc(C)cc1C(=O)n1nc(C)c(Sc2ncccn2)c1C	12	22	-20	88	-6	-0.5	-3	-3	-0.8
Cc1cc(NS(=O)(=O)c2ccc(NC(=O)Cc3ccc([N+](=O)[O-])cc3)cc2)no1	3	6	2	103	-4	-2.9	4	-11	0.2
COc1ccc(-c2ncn(CCC#N)c2[N+](=O)[O-])cc1	4	16	-4	87	-5	-1.3	-3	4	0.8
CC(C)c1cc(O)c(-c2ccccc2)c(=O)n1-c1ccc(Cl)cc1	-2	0	4	104	-4	-2.5	6	2	-2.5
Cn1c(C(=O)NC2CCCCC2)cc2c(=O)n3ccccc3nc21	nt	18	-3	92	5	1.4	2	-25	5.4
O=C(CN1CCN(S(=O)(=O)c2ccc(Cl)cc2)CC1)NC1CCCC1	-1	6	0	106	0	-1.3	1	-42	-2.7
COc1ccc2nc(NC(=O)C3CCN(C(=O)c4ccco4)CC3)sc2c1	5	-3	0	95	-1	-4.8	6	-25	-4.3
OCC1(Cc2ccccc2C(F)(F)F)CCN(Cc2ccccc2)CC1	3	9	-8	100	0	0.1	-4	22	-1.7
COc1cccc(C2C(C(=O)c3cc4ccccc4o3)=C(O)C(=O)N2c2cc(C)on2)c1OC (stereo not drawn)	-6	-23	nt	nt	2	-1.1	10	-15	1.2
Cc1cc(-c2csc(NC(=O)c3ccc(=O)[nH]c3)n2)c(C)n1Cc1ccco1	93*	3	-22	77	17	0.0	20	-12	0.0
Nc1nonc1-n1nnc(C(=O)N/N=C/c2ccccc2Cl)c1CN1CCOCC1	nt	15	0	94	-4	-3.7	1	-20	-4.2

2 compounds drawn at random from those above, as already listed:
SMILES	SUMO HTRF inh	NALP1 inh	MEKK2 mut-MEK5	MEKK2 WT-MEK5	M18AAP inhibitor	IMP-1 inh	HCV NS3 hel inh	DNA FID counter	VIM-2 inh
Cc1cc(N)n(-c2ccc([N+](=O)[O-])cc2)n1	-16	-6	-1	103	2	-2.1	-6	3	-3.5
Nc1nonc1-n1nnc(C(=O)N/N=C/c2ccccc2Cl)c1CN1CCOCC1	nt	15	0	94	-4	-3.7	1	-20	-4.2

From PubChem BioAssay
